Cdc25B inh: human M-phase inducer phosphatase 2 inhibition | recombinant Cdc25B, OMFP fluorescence Ex485/Em525 | inhibition, %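 (compounds tested at 10 µM final in the well)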 | 65,000 tested, 0.1% active; in the data active = inhibition above about 50%
AP ELISA ortho: alternative pathway complement inhibition, orthogonal assay. Human serum alternative complement pathway, LPS-coated ELISA, C3 deposition; tested in compound mixtures. inhibition, % at 5 µM. 62,000 tested, 0.08% active. AID 1235;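 active = inhibition above 30% in each of the two pooled mixtures holding the compound, so the lower value exceeds 30%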;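 also: 0% = serum in Mg-EGTA without compound and 100% = EDTA serum blank; some compounds past the cut are filed as inactive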
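Test system – human serum alternative complement pathway, C3 deposition on LPS-coated wells · Buffer or medium – diluted human serum in Mg2+-EGTA GVB++ · Compound dosing – 5 µM each compound, pools of ten, 50 µM per pool · Schedule – 1 h serum-compound exposure at 37 °C · Measured by – Anti-C3 ELISA, OD 450 nm · Read-out basis – percent inhibition of C3 deposition onto LPS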
CatB block: blocks human cathepsin B protease activity; P07858; purified cathepsin B, fluorogenic substrate, fluorescence; 63,000 tested, 0.1% active; AID 453; inhibition, %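 (tested at 10 µM)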; in the data active = inhibition above about 21%;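 also: 0% = enzyme with no compound and 100% = no enzyme blank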
D1 mod: D1 dopamine receptor (human) allosteric modulation; HEK293 D1, CRE-luciferase, dopamine EC30 potentiation; actives deviate in either direction; B-score at 10 µM; 58,000 tested, 5.9% active;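 active = luminescence count or its row- and column-corrected plate score outside the 99.7% band of the plate's sample wells, on either side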
Hsp90 inh: displaces geldanamycin probe from tumor Hsp90. NCI-N417 lysate Hsp90, Cy3B-geldanamycin FP displacement. inhibition, % at 30 µM. 64,000 tested, 0.35% active;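 active = inhibition above 50%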;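 also: 0% = tracer plus lysate wells and 100% = tracer alone without lysate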
MKP-1 inh: human dual specificity phosphatase 1 inhibition. 65,000 tested, 0.15% active. AID 374. P28562. inhibition, %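 (compounds tested at a single concentration somewhere between 10 and 100 µM)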. recombinant MKP-1, OMFP hydrolysis fluorescence;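 active = inhibition above about 50%, limit read from the data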;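 also: 0% = DMSO max control wells and 100% = wells with enzyme stopped by NaOH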
Ecoli tolC: blocks growth of E. coli BW25113 tolC mutant; growth inhibition, % at 10 µM (by protocol); AID 573; OD615; 65,000 tested, 2.2% active;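 active = growth inhibition at or above a cutoff equal to the mean over every tested compound plus 3 SD, cut at about 60% in these data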;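 also: growth measured after 20 h incubation at 37 °C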
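test system = E. coli BW25113 ΔtolC::kan bacteria | medium = LB with kanamycin 50 µg/mL | signal = OD at 615 nm | schedule = 37 °C, 20 h exposure | evaluation = % inhibition of E. coli growth | compound dosing = one dose of 10 µM final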
Ec RNAP inh: blocks E. coli RNA polymerase transcription; fluorescence transcription assay; inhibition, %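 (tested at 10 µM)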; 62,000 tested, 0.2% active; AID 559; in the data active = inhibition above about 20%;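 also: 0% = enzyme without compound and 100% = no enzyme blank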
Target sequence (P0A8V2 whole entry, looked up): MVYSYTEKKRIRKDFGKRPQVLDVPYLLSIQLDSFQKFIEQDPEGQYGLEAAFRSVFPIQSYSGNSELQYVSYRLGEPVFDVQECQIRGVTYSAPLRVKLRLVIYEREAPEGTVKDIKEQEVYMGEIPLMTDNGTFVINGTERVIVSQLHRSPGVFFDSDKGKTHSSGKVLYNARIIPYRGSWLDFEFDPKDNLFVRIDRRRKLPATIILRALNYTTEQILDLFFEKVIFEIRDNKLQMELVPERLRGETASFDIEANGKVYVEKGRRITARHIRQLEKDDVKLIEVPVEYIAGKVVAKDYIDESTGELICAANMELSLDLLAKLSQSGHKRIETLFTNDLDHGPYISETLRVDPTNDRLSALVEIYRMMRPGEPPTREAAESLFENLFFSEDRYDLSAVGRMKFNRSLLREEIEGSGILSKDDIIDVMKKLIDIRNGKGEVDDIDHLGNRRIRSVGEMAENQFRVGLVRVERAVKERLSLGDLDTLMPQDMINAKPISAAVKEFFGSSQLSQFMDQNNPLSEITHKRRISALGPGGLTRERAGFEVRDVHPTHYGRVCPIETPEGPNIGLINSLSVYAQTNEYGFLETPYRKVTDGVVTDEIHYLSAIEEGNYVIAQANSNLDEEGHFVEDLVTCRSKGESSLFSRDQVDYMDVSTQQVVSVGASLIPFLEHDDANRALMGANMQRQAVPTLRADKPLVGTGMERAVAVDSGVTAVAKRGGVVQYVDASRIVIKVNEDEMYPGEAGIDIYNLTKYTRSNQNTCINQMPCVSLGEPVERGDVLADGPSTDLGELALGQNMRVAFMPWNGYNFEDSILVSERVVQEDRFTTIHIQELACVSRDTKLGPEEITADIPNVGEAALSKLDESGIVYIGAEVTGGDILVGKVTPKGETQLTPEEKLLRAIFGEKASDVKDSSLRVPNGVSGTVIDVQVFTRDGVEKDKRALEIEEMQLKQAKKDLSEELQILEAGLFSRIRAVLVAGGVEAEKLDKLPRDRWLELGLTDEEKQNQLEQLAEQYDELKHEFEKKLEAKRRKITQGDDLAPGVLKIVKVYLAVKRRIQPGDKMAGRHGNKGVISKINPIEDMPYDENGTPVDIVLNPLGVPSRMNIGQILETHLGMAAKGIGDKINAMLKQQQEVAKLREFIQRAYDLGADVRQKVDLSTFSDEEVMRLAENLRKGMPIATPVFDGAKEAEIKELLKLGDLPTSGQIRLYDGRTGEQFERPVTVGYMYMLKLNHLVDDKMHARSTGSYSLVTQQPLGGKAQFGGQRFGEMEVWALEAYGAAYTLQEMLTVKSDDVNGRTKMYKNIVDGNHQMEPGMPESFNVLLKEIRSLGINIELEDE
CatB mixtures: inhibitors of human cathepsin B in compound mixtures; AID 488; 62,000 tested, 0.06% active; inhibition, %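 (ten-compound pools at 5 µM per compound and 50 µM total)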; P07858; Purified cathepsin B, AMC dipeptide fluorescence; in the data active = inhibition above about 22%, passing the limit was not always enough;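 also: 0% = enzyme without compound and 100% = no enzyme blank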
An asterisk follows results filed as active; . = not tested or not shown.

SMILES	Cdc25B inh	AP ELISA ortho	CatB block	D1 mod	Hsp90 inh	MKP-1 inh	Ecoli tolC	Ec RNAP inh	CatB mixtures
O=C(COc1ccc(Cl)cc1)Nc1ccc2oc(-c3ccncc3)nc2c1	-8	-5	6	0.053	-2	33	3	7	3
Clc1ccc2nc(NC3=NCN(CCN4CCOCC4)CN3)nc(-c3ccccc3)c2c1	0	-1	2	-0.32	2	-3	.	4	-2
Cc1cccn2c(=O)c(/C=N/O)c(N3CCCCC3)nc12	-6	23	-1	-0.021	4	26	-17	3	4
COc1ccc(NC(=O)CCN2CCC(C)CC2)cc1	-13	4	-3	0.057	.	2	-5	3	0
N#Cc1nc(-c2cccs2)oc1N1CCN(c2ccccc2)CC1	3	12	3	-0.049	-1	-9	34	3	2
O=C(CCc1ccc(S(=O)(=O)N2CCOCC2)cc1)Nc1cc(Cl)ccc1N1CCOCC1	-22	-12	3	0.73	1	35	2	-5	-2
Clc1cccc(-c2nc(-c3ccccn3)no2)c1	-5	4	-6	-6.9*	3	-3	13	13	4
Nc1cc(OC(=O)c2ccccc2Br)nn1S(=O)(=O)c1ccccc1	2	17	8	.	1	4	-10	2	7
O=C(OCCN(CCOC(=O)c1ccncc1)S(=O)(=O)c1cccs1)c1ccncc1	-14	12	4	0.43	-5	3	12	4	6
O=C(c1cn(-c2ccccc2)nc1-c1ccc(F)cc1)N1CCOCC1	-16	1	-4	0.55	-2	6	-2	6	-5
Cn1c2c(c(=O)n(C)c1=O)CN(CCN1CCNCC1)CN2	1	12	0	0.19	0	5	-19	10	-9
O=C(Nc1nc2c(s1)CCCC2)c1cc2n(n1)C(C(F)(F)F)CC(C1CC1)N2 (stereo not drawn)	9	-6	2	0.022	-1	11	28	.	1
O=C(Nc1ccc2c(c1)OCO2)c1cnn2c(C(F)(F)F)cc(-c3ccco3)nc12	-4	13	-5	-0.95	1	37	0	-14	-1
C=CCOC(=O)Nc1ccc(Cl)cc1NC(=O)OCC=C	-5	1	-3	-0.64	2	9	1	10	5
CCN(CC)C(=O)CSc1nc2cc3c(cc2c(=O)n1Cc1ccc2c(c1)OCO2)OCO3	-10	-4	3	1.8	-2	-1	-8	9	0
Cc1c(C2OC(=O)C3(CCCCC3)C(=O)C2(C)C)c(=O)n(-c2ccccc2)n1C (stereo not drawn)	-6	-5	-5	-0.81	0	-10	3	5	5
O=C(Cc1ccc(-c2ccccc2)cc1)N1CCOCC1	5	8	-2	-1.1	-1	8	-1	-2	-4
CC1CCCN(c2ccc(C(=O)NCCc3ccccc3)cn2)C1 (stereo not drawn)	5	15	0	.	-2	20	61*	9	10
Nn1c(-c2cccs2)nc2sc3c(c2c1=O)CCCC3	-17	-10	5	-0.78	-2	2	31	5	0
COc1cc(Cl)c(S(=O)(=O)NCc2cccnc2)cc1Cl	1	12	3	-0.005	-6	7	3	0	2

Five entries from above, arranged by molecular weight, lowest first.
SMILES	Cdc25B inh	AP ELISA ortho	CatB block	D1 mod	Hsp90 inh	MKP-1 inh	Ecoli tolC	Ec RNAP inh	CatB mixtures
Cc1cccn2c(=O)c(/C=N/O)c(N3CCCCC3)nc12	-6	23	-1	-0.021	4	26	-17	3	4
C=CCOC(=O)Nc1ccc(Cl)cc1NC(=O)OCC=C	-5	1	-3	-0.64	2	9	1	10	5
COc1cc(Cl)c(S(=O)(=O)NCc2cccnc2)cc1Cl	1	12	3	-0.005	-6	7	3	0	2
O=C(COc1ccc(Cl)cc1)Nc1ccc2oc(-c3ccncc3)nc2c1	-8	-5	6	0.053	-2	33	3	7	3
O=C(OCCN(CCOC(=O)c1ccncc1)S(=O)(=O)c1cccs1)c1ccncc1	-14	12	4	0.43	-5	3	12	4	6

(list continues)
SMILES	Cdc25B inh	AP ELISA ortho	CatB block	D1 mod	Hsp90 inh	MKP-1 inh	Ecoli tolC	Ec RNAP inh	CatB mixtures
CCOc1cccc(C2C(C(=O)c3ccc(C)o3)=C(O)C(=O)N2c2nccs2)c1 (stereo not drawn)	-7	5	2	-0.022	-3	32	18	5	4
Nc1nc2ccccc2n1/N=C/c1ccc(Br)cc1	1	-8	3	0.023	2	-19	11	6	2
CC(=O)N1CCCc2cc(S(=O)(=O)CCC(=O)N3CCN(c4cccc(C)c4)C(C)C3)ccc21 (stereo not drawn)	-10	16	3	-1	0	8	3	9	5
Cc1ccc(SCC(=O)NCC(C)C)cc1	-12	6	6	-0.018	-8	3	-14	10	0
Cc1cc2cc(C(c3nnnn3CC3CCCO3)N3CCCc4ccccc43)c(=O)[nH]c2cc1C (stereo not drawn)	-2	20	4	.	-14	24	60	8	3
CC1CCCCN1Cc1nc2c(c(=O)n(C)c(=O)n2C)n1Cc1cccc2ccccc12 (stereo not drawn)	-12	2	5	0.01	0	-6	8	7	3
CC(=O)Nc1cccc(NC(=O)C2CCCN2C(=O)Nc2ccccc2C)c1 (stereo not drawn)	-3	9	5	0.74	2	9	-29	1	-1
COc1ccc(C(=O)Nc2cc(-c3nn4c(C)nnc4s3)ccc2C)cc1	-5	11	-1	-1.8	-3	40	0	8	0
O=C(CN1CCOc2ccccc21)N1CCCC1	-49	12	4	0.1	2	3	-12	3	0
Clc1ccc(Cn2ncc3c(NCCN4CCOCC4)ncnc32)cc1	-5	7	0	-0.5	-3	-6	4	7	2
CSCCC(NS(=O)(=O)c1ccc2c(c1)oc(=O)n2C)C(=O)NC1CCC(C)CC1 (stereo not drawn)	-10	3	7	-1	-3	-6	4	8	5
COC(=O)c1cc(OC)c(OC)cc1NC(=O)CN1CCOCC1	-4	9	0	1.1	0	-2	-15	6	2
Cc1cccc(NC(=O)CCc2ccc(C)o2)c1	-7	6	0	-0.04	-4	3	-3	1	-1
CCCCNC(=O)CC1C(=O)N(Cc2ccccc2)C(C)c2nc3ccccc3n21 (stereo not drawn)	1	4	2	.	-1	5	-3	5	3
Cn1nc(-c2ccc(N3CCCCC3)c(NC(=O)c3ccco3)c2)c2ccccc2c1=O	-5	5	3	4.2	-1	24	50	8	5
CCOC(=O)c1sc(NC(=O)CSc2nc3c(cc2C#N)CCC3)c(C#N)c1C	-8	13	5	-0.098	-15	10	-1	0	3
COc1ccc(N=C2SC(CC(=O)Nc3ccc(OC)cc3OC)C(=O)N2C)cc1 (stereo not drawn)	3	-2	5	-0.15	2	2	-3	2	2
NC(=O)C1CCC(NC(=O)OCc2ccccc2)CC1 (stereo not drawn)	-9	9	4	0.34	-1	0	-14	3	-1
Cc1sc2ncnc(Sc3nnnn3-c3ccc(Cl)cc3)c2c1C	-20	23	0	-1.4	-8	-10	14	-11	-4
CCC(c1nnnn1C1CCCC1)N1CCN(C(=O)c2ccco2)CC1 (stereo not drawn)	-19	25	4	-0.2	-4	-4	-9	-1	2
Cc1ccc(OCC(O)Cn2c(N3CCOCC3)nc3c2c(=O)[nH]c(=O)n3C)cc1 (stereo not drawn)	-10	17	1	-0.37	1	-32	-12	.	1
O=C(c1c(Cl)nc2sccn12)N(C(=O)c1c(Cl)nc2sccn12)c1ccc(Cl)cn1	-4	14	6	-0.028	-6	9	13	5	4
O=C(OCC(=O)N1CCOCC1)C(c1ccccc1)c1ccccc1	-14	12	-4	-0.66	-3	-2	0	1	3
Cc1nnc(N(Cc2ccco2)C(=O)c2ccno2)s1	1	6	-5	0.28	-4	-13	-24	3	3
COc1ccc(-n2ncc3c(N4CCc5ccccc54)ncnc32)cc1	-7	15	0	-3*	-1	0	-16	-1	2
Cc1ccccc1OCC1Cn2c(nc3c2c(=O)[nH]c(=O)n3C)O1 (stereo not drawn)	-2	9	-3	0.58	-5	-16	-20	6	1
Clc1ccc(-c2nnc3ccccn23)cc1	-1	12	-6	-0.14	0	-13	-6	2	3
O=C(Cn1cnc2c(nnn2Cc2ccc(F)cc2)c1=O)OCc1ccccc1	-14	.	.	0.28	-5	6	6	.	.
Cc1c(N=Cc2ccc(-c3ccc(Cl)cc3)o2)c(=O)n(-c2ccccc2)n1C	-1	10	-1	-1	0	7	-7	8	1
CCCN1C(=O)C(NC(C)=O)c2cc(OC)ccc21 (stereo not drawn)	8	8	0	0.48	-2	22	-19	8	-1
CCCOc1ccc(Cl)cc1CN1CCOCC1	21	-7	-3	.	-5	-18	-1	9	0
Cc1cc2ncn(S(=O)(=O)N3CCOCC3)c2cc1C	-8	6	.	.	2	-4	2	.	3
COC(=O)COc1ccc(Oc2nc(SC)nc(N(C)C)n2)nn1	9	.	1	0.48	-1	-20	18	-12	.
CCOC(=O)c1ccc(Oc2c(C)oc3c(CN4CCN(C)CC4)c(O)ccc3c2=O)cc1	0	8	0	.	2	15	-9	-12	8
c1csc(-c2nnc3ccccn23)c1	2	6	1	-0.16	0	-1	-4	0	-1
Cc1cccc(-n2nnc(C(=O)NC3CCCc4ccccc43)c2N)c1 (stereo not drawn)	1	14	6	-0.93	-3	-4	50	2	0
CC(C)c1ccc(OCC(=O)NCc2ccco2)cc1	2	20	6	0.033	0	3	7	-1	0
COC(=O)CCc1nc2ccccc2[nH]c1=O	-9	-2	4	-0.35	.	12	-5	-4	1
O=C(CSc1nc(O)cc(=O)[nH]1)Nc1ccc2c(c1)CCC2	14	2	5	0.52	-3	4	11	3	-1
Cc1cc(C(=O)NCCN2CCCCC2C)n(-c2ccccc2)n1 (stereo not drawn)	-9	-10	4	-0.3	0	-5	15	10	1

Among those listed so far, two have a cyano group.
SMILES	Cdc25B inh	AP ELISA ortho	CatB block	D1 mod	Hsp90 inh	MKP-1 inh	Ecoli tolC	Ec RNAP inh	CatB mixtures
N#Cc1nc(-c2cccs2)oc1N1CCN(c2ccccc2)CC1	3	12	3	-0.049	-1	-9	34	3	2
CCOC(=O)c1sc(NC(=O)CSc2nc3c(cc2C#N)CCC3)c(C#N)c1C	-8	13	5	-0.098	-15	10	-1	0	3

Next part.
SMILES	Cdc25B inh	AP ELISA ortho	CatB block	D1 mod	Hsp90 inh	MKP-1 inh	Ecoli tolC	Ec RNAP inh	CatB mixtures
Clc1ccccc1Cn1nnc2c(N3CCCC3)ncnc21	-4	.	.	3.8*	0	7	12	.	.
CCn1c(SCC(=O)Nc2nonc2C)nnc1-c1ccco1	3	3	4	-0.13	-3	-17	-21	4	4
Cc1cccc2cc(CN(Cc3ccco3)C(=O)N3CCCC3)c(=O)[nH]c12	2	17	-5	1.4	-5	-10	7	-5	-3
N#CCc1nnc2n1-c1ccccc1CCC2	-6	-1	-3	-0.59	0	-9	-20	4	-1
CN(C)c1ccnc2sc3c(=O)n(Cc4ccccc4)cnc3c12	5	2	0	-0.86	-4	16	21	0	-6
Cc1ccc(/C=c2/sc3nnc(-c4ccccc4Cl)n3c2=O)o1	1	5	4	-0.41	-16	2	16	13	5
CCOC(=O)c1cc2c(=O)n3ccccc3nc2n(Cc2ccco2)c1=NC(=O)c1cccnc1	-1	6	2	0.19	.	7	25	-2	-1
CCOC(=O)c1c(CN2CCN(c3ccccc3)CC2)oc2ccc(O)cc12	-8	13	-2	-0.077	-4	-5	36	7	4
Cc1nc2ccc(NC(=O)N3CCC(c4ccccc4)C3)cc2nc1C (stereo not drawn)	-2	7	0	-0.048	-2	10	20	-16	-2
COc1ccccc1NC(C)=O	.	-7	-4	.	.	.	.	2	-3
CC(=O)NC(=O)Nc1sc(=S)n(C)c1C	4	.	-2	.	0	-4	18	.	.
COc1ccc(CN2CCN(C(=O)CC(C)C)CC2)c(OC)c1OC	-15	8	-7	-1.2	-1	-12	-11	-1	-2
COc1cccc(OC)c1C(=O)N1CCN(S(=O)(=O)c2ccccc2)CC1	1	-3	1	0.63	0	-6	2	10	2
Cc1cc(N2CC34C=CC(O3)C(C(=O)O)C4C2=O)no1 (stereo not drawn)	-7	29	1	-0.17	0	5	-10	7	-3
O=C(CCCCCn1c(SCc2ccncc2)nc2ccccc2c1=O)NCc1ccco1	-22	4	1	4.3	-9	25	32	13	8
